# Wnt bcat act = Wnt/beta-catenin pathway activators, primary screen, cell-based, plate reader, single point; Wnt/beta-catenin reporter cell assay, activator; activation, % at 9.35 µM; 300,000 compounds, 1.2% hits; AID 743398, 2014; in the data active = activation above about 30%, passing the limit was not always enough;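 note: 0% = neutral control wells and 100% = positive control wells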
# PvdQ inh = P. aeruginosa PvdQ acylase inhibitors, primary screen, biochemical, fluorescence, plate reader and imaging, single point; AID 488965, 2010; inhibition, % at 10 µM; purified PvdQ acylase; PvdQ acylase [Pseudomonas aeruginosa LESB58]; 340,000 compounds, 0.063% hits; in the data active = inhibition above about 30%, passing the limit was not always enough;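 note: 0% = vehicle neutral wells and 100% = reference inhibitor wells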
# SR-BI HDL uptake = inhibitors of SR-BI mediated HDL lipid uptake, primary screen, ldlA[mSR-BI] cells, fluorescence, single point; AID 488896, 2010; 320,000 compounds, 0.96% hits; ldlA[mSR-BI] CHO cells, DiI-HDL uptake fluorescence, 3 h; inhibition, % at 12.5 µM;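 active = mean replicate inhibition of at least 70% and a set share of replicates each scoring 70 or more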;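 note: 0% = median of neutral control wells and 100% = median of positive control wells; values of inactives mirror those of a sister screen read the other way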
# dFosB activator = activators of delta FosB homodimer, primary screen, biochemical, fluorescence polarization, TAMRA-CDK5 oligo, single point | Protein FosB (Mus musculus), P13346 | purified delta FosB; percent of positive-control signal above neutral wells | activation, % at 25 µM | AID 493131, 2011 | 340,000 compounds, 0.99% hits;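 active = mean activation above about 17%, with every replicate also reaching it, limit read from the data, passing the limit was not always enough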;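 note: fluorescence polarization rise as delta FosB binds a TAMRA Cdk5 AP-1 oligo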
# Target sequence (P13346 whole entry, looked up): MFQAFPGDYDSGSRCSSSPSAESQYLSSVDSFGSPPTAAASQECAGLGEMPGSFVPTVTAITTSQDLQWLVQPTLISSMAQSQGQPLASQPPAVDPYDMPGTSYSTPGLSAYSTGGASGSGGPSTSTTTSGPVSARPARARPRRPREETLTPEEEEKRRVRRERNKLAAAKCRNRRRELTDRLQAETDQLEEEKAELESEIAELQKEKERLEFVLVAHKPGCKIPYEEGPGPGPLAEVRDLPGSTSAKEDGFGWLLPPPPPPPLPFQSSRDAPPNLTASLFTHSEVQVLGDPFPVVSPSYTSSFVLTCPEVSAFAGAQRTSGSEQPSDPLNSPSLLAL
# V-ATPase pH = regulators of yeast V-ATPase proton pumping, primary screen, pHLuorin cytosolic pH fluorescence | S. cerevisiae | response, % at 10 µM | 350,000 compounds, 0.37% hits | AID 504577, 2011; in the data active = response mostly above about 7.3%, no sharp cut-off; inactive = mostly below about 5.4%; note: actives read high; inactives centre near 0; some compounds called inactive have numbers as strong as hits; reference of the scale not given here
# HTR5A ag = HTR5A agonists in luminescence cell assay, primary screen, counter-screen for OPRM1-OPRD1 heterodimer agonist project, full-deck HTS | cell-based | activation, % at 9.3 µM | 340,000 compounds, 0.61% hits | AID 504692, 2011; in the data active = activation mostly above about 9.5%, no sharp cut-off; inactive = mostly below about 7.6%;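 note: 0% = cells with vehicle only and 100% = reference agonist; strong numbers were not always called active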
# Target sequence (P47898 whole entry, looked up): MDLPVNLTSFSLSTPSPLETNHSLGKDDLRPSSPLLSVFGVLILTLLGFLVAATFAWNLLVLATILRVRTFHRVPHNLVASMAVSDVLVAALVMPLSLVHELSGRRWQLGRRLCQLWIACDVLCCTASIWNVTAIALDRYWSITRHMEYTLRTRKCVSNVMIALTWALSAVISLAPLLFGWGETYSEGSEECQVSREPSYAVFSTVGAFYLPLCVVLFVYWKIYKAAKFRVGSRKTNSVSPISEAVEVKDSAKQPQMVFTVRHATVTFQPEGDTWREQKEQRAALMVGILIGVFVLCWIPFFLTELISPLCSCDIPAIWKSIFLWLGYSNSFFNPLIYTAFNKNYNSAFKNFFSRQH
# MITF TRPM1 HTS = activators of MITF-driven TRPM1 promoter reporter, primary screen, cell-based, SK-MEL-5, luciferase, single point | SK-MEL-5 TRPM1-promoter luciferase, 24 h; % of positive control, neutral wells = 0 | activation, % at 12.5 µM | 300,000 compounds, 0.75% hits;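 active = mean activation of at least 80% with every replicate also reaching 80%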;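 note: 0% = neutral control wells and 100% = parthenolide positive control wells; values of inactives mirror those of a sister screen read the other way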
# NSD2 inh = NSD2 histone methyltransferase inhibitors, primary screen, biochemical, AlphaScreen, single concentration, set 2 | Histone-lysine N-methyltransferase NSD2 (Homo sapiens), O96028 | NSD2 peptide methylation, 120 min | inhibition, % at 12.5 µM | 310,000 compounds, 0.54% hits; in the data active = inhibition above about 50%
# HTR5A inv ag = HTR5A inverse agonists in luminescence cell assay, primary screen, counter-screen for OPRM1-OPRD1 heterodimer inverse agonist project, full-deck HTS. HTR5A cell line, inverse agonism. inhibition, % at 9.3 µM. 340,000 compounds, 0.083% hits; in the data active = inhibition mostly above about 23%, no sharp cut-off; inactive = mostly below about 18%;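 note: 0% = cells with DMSO and 100% = no-cell wells with DMSO; some compounds called inactive have numbers as strong as hits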
# CDK5 p35 inh = inhibitors of human CDK5/p35 kinase, primary screen, biochemical, single concentration | 330,000 compounds, 0.01% hits | inhibition, % at 10 µM | AID 488839, 2010 | Cyclin-dependent kinase 5 (Homo sapiens) + Cyclin-dependent kinase 5 activator 1 (Homo … | Recombinant CDK5/p35, ADP-Glo luminescence, 60 min;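 active = highest replicate inhibition of at least 50% and at least 75% of replicates reaching 50%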;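 note: plate controls were DMSO neutral control for no effect and GW8510 at 10 µM for full effect; many of its hits are not listed in these tables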
# An asterisk follows results filed as active; / = not tested or not shown.
nr	Compound	Wnt bcat act	PvdQ inh	SR-BI HDL uptake	dFosB activator	V-ATPase pH	HTR5A ag	MITF TRPM1 HTS	NSD2 inh	HTR5A inv ag	CDK5 p35 inh
1	COc1ccccc1C(=O)OCC(=O)c1ccc(CNC(C)=O)s1	0	12	14	-5	-4	5	2	-1	-15	0.4
2	N#CCC(CNc1ncc(C(F)(F)F)cc1Cl)OC(=O)c1cccc(C(F)(F)F)c1 (centres undefined)	-1	-15	1	0	3	-1	12	8	-7	-0.7
3	CS(=O)(=O)c1ccc2nc(NC(=O)c3ccc(S(=O)(=O)NCC4CCCO4)cc3)sc2c1 (centres undefined)	-1	-2	0	-10	1	1	-11	-2	-2	-1.4
4	CNCC(=O)Nc1ccc(OC(F)(F)F)cc1	-3	4	/	-2	-3	4	0	/	-19	0.5
5	CCS(=O)(=O)Nc1cccc(C2=NN(S(=O)(=O)c3ccc(C)cc3)C(c3cccs3)C2)c1 (centres undefined)	0	8	-12	-86	-1	4	11	-3	12	0.0
6	Cc1nn(CC(=O)N2CCC(C(N)=O)CC2)c(=O)c2nn(-c3ccccc3)c(C)c12	-3	-7	-40	-4	4	1	4	-5	-13	0.3
7	O=S(=O)(Nc1nccs1)c1ccc(NCc2cc(Br)cc(Br)c2O)cc1	3	7	-35	-6	-3	4	-3	19	10	0.5
8	COc1ccccc1/C=C/CN1CCNC(=O)C1CC(=O)NCCc1cnccn1 (centres undefined)	2	-4	-40	-5	7	-4	-2	0	10	-0.4
9	O=C(c1ccc(CNS(=O)(=O)c2cccc(C(F)(F)F)c2)cc1)N1CCOCC1	/	1	-21	-7	3	-5	1	2	20	2.5
10	CC(NC(c1ccccc1)c1ccccc1)C(=O)N1CCCc2ccccc21 (centres undefined)	-6	9	21	-11	1	-2	1	-1	0	-1.9
11	CCn1c(SCC(=O)n2c(C)c(C)c3ccccc32)nnc1-c1ccco1	25	12	18	-9	0	4	/	/	-19	0.3
12	CC(C)(C)[C@H]1COC(=O)[C@H](NC(=O)OCC2c3ccccc3-c3ccccc32)C/C=C\C[C@@H](CC(=O)N(CCO)Cc2ccccc2)C(=O)N1	-3	9	59	7	0	6	-6	/	15	1.2
13	Cc1ccc(SCC(=O)Nc2ccc(N3CCN(c4ccccc4)CC3)c(F)c2)cc1	/	-8	21	4	0	-2	/	0	16	-0.5
14	CCOc1ccc(CN2CCNC(=O)C2CC(=O)NC2CCOCC2)cc1 (centres undefined)	-1	-13	-4	-8	-1	-3	-9	1	11	0.5
15	CSc1nsc(SCC(=O)NC2CCCCC2)n1	/	2	7	-9	-1	1	13	-2	5	0.0
16	COc1ccccc1CNC(=O)COC(=O)CCC(=O)c1cccs1	-2	-7	-6	-8	1	5	-4	-1	-13	-0.3
17	COc1cc(S(=O)(=O)Nc2ccc(C)cc2)ccc1N=Cc1c(C)[nH]n(-c2ccc(C)cc2)c1=O	-2	20	22	1	2	0	-3	-1	-15	-2.0
18	O=C(NNS(=O)(=O)c1ccc(F)cc1)c1ccccc1F	0	-10	-26	3	-2	12*	/	-2	-45	-0.4
19	O=C(NC1CCCCC1)C(c1cccs1)N(C(=O)Cc1c[nH]c2ccccc12)c1ccc(F)cc1 (centres undefined)	-5	7	13	-9	-5	-2	/	1	-7	0.1
20	COc1ccccc1NS(=O)(=O)c1ccc2oc(N)nc2c1	-2	-14	-18	3	1	-5	1	-4	12	2.2

# (list continues)
nr	Compound	Wnt bcat act	PvdQ inh	SR-BI HDL uptake	dFosB activator	V-ATPase pH	HTR5A ag	MITF TRPM1 HTS	NSD2 inh	HTR5A inv ag	CDK5 p35 inh
21	CC1CN(C(=O)CNC(=O)COc2ccccc2)CC(C)O1 (centres undefined)	1	-18	-43	-4	1	-2	2	-2	4	-0.2
22	O=C(O)c1ccc(Oc2ccccc2)o1	0	-23	-7	-7	1	0	15	0	19	-0.7
23	CCN1CCN(c2ccc(S(=O)(=O)N3CCCCC3)cc2NC(=O)c2cccc(Cl)c2)CC1	-3	4	-31	-2	-5	-2	15	18	9	1.3
24	O=C(O)c1cc(O)c2c(c1)[C@H]([C@H]1c3cc(C(=O)O)cc(O)c3C(=O)c3c(O[C@@H]4O[C@H](CO)[C@@H](O)[C@H](O)[C@H]4O)cccc31)c1cccc(OC3O[C@H](CO)[C@@H](O)[C@H](O)[C@H]3O)c1C2=O (some centres undefined)	-14	-3	-17	-9	6	-2	-17	/	35	4.5
25	COc1ccccc1N(C)S(=O)(=O)c1ccc(C(=O)Nc2cccc(Br)c2)cc1	0	-7	36	7	1	1	-7	-3	-3	1.7
26	CC(C)n1c(=NC(=O)c2ccco2)c(C#N)cc2c(=O)n3ccccc3cc21	/	1	-16	-7	-7	-2	-5	/	-36	0.5
27	N#CC1(Nc2cccc(Br)c2)C(=O)Nc2ccccc21 (centres undefined)	-3	-14	-11	-7	1	-9	-11	7	-13	1.2
28	CCCCOC(=O)c1[nH]c2c(c1C)C(=O)CC(c1cc(OC)c(OC)c(OC)c1)C2 (centres undefined)	-6	-15	69	-2	-1	-3	/	/	9	0.9
29	O=C(O)c1ccc2c3c(cccc13)C(=O)N(c1cccc3ccccc13)C2=O	4	-1	-4	-3	-2	-3	-1	2	9	-2.6
30	CC(OC(=O)CN1C(=O)NC2(CCCC2)C1=O)C(=O)Nc1cccc(Cl)c1Cl (centres undefined)	0	-12	2	2	17	-1	6	-2	-7	-0.3
31	O=S1(=O)CCOCCCN1Cc1cccc(F)c1	-2	-14	-9	-8	1	-1	5	/	12	-4.2
32	COc1ccc(NC(=O)c2cc3nc(-c4ccccc4)cc(-c4ccccc4)n3n2)c(OC)c1	5	-16	44	-5	4	-1	0	-1	-26	2.4
33	CCn1cc(CNC(=O)CCc2ccc(OC)cc2)cn1	-3	-9	-6	3	-3	5	7	-1	-13	1.0
34	Cc1c(C(=O)N2CCOCC2)c(S(=O)(=O)Nc2ccc(OC(F)(F)F)cc2)c(C)n1C	-1	-4	-24	-2	0	-3	-19	5	10	0.0
35	COc1ccc(C(=O)N2CCN(CCNC(=O)C(=O)Nc3ccc(F)cc3)CC2)cc1OC	24	0	7	-5	-1	7	3	-2	-14	1.2
36	COc1ccc(C2C(C(C)=O)=C(C)N=c3s/c(=C\c4cc(C)n(C)c4C)c(=O)n32)c(OC)c1 (centres undefined)	-10	-1	-6	-12	-1	2	/	-1	-6	-0.1
37	O=C(COC(=O)c1ccc(F)cc1F)Nc1ccc(Cl)cn1	-1	1	7	-4	-1	-1	0	-3	3	1.0
38	O=C(Cn1c(NCCO)nc2ccccc21)c1cccs1	1	5	-10	6	4	2	-2	/	-4	0.3
39	O=C1CC(N2CCCCCC2)C(=O)N1c1ccc(F)cc1 (centres undefined)	-1	-9	-22	0	-1	2	8	-1	-5	-0.9
40	CCCn1c(N)nc2ccccc21	-3	6	-28	-4	-1	6	-2	5	-12	0.7

# Other entries.
nr	Compound	Wnt bcat act	PvdQ inh	SR-BI HDL uptake	dFosB activator	V-ATPase pH	HTR5A ag	MITF TRPM1 HTS	NSD2 inh	HTR5A inv ag	CDK5 p35 inh
41	COc1ccc(N(C)S(=O)(=O)c2cccc(C(=O)Nc3ccc4c(c3)OCCO4)c2)cc1	1	1	14	2	7	0	9	0	16	-0.4
42	CCOC(=O)Nc1ccc(OC(=O)Oc2ccc(NC(=O)OCC)cc2)cc1	-5	-24	-5	-5	3	-2	20	-2	6	0.5
43	Cc1ccc(OC(=O)c2cncc(Br)c2)c(C)c1	6	5	-6	-2	-3	3	/	1	33	0.2
44	Cc1cc(C)nc(N/N=C/c2ccccc2OCc2ccccc2)n1	6	-11	-13	-10	-2	2	9	9	11	0.5
45	COc1ccc(CCNC(=O)c2ccc3c(c2)NC(=O)C(C(C)C)N3)cc1OC (centres undefined)	-4	-5	14	-9	1	8	3	-1	-17	-0.7
46	O=C(NCCOCc1ccccc1)C(c1ccccc1)c1ccccc1	-1	-14	-12	-7	-4	5	4	-2	-14	-3.2
47	C[C@H](CCCC/C=C/C(=O)O)O[C@@H]1O[C@@H](C)[C@H](O)C[C@H]1O	-1	4	-22	1	-7	5	7	/	-13	1.5
48	Cc1noc(C)c1CSc1nnc(-c2cccnc2)n1C1CCCCC1C (centres undefined)	-3	-7	-13	-2	1	5	1	/	-1	1.9
49	Cc1nc2ccc(NC(=O)[C@H](C)N3C(=O)C4CC=CCC4C3=O)cc2s1 (some centres undefined)	-2	2	2	-2	-3	6	0	-3	-16	2.6
50	C=CC[C@@H](Cc1ccc(F)cc1)C(=O)OC[C@@H]1CCCN1C(=O)[C@@H](CC=C)CC(=O)N[C@H](CO)Cc1ccccc1	-4	-9	21	-14	6	1	-14	/	-3	-0.8
51	CCN(CCN(C)C)C(=O)Cn1ncc2c1-c1cc(C)ccc1OC2	-3	-6	-29	-10	1	1	/	/	-4	-1.4
52	NS(=O)(=O)c1ccc(-c2c(-c3ccccc3)sc3ccccc23)cc1	-3	-9	31	2	-2	1	-7	/	-2	0.2
53	Cc1ccc(Nc2ccc(S(=O)(=O)N3CCOCC3)cc2[N+](=O)[O-])c(C)c1	3	-3	0	-14	-3	0	-6	5	-17	-0.9
54	COc1ccc(NC(=O)CN(C)C(=O)c2ccc(N3CCOCC3)c([N+](=O)[O-])c2)cc1	0	-10	-10	-7	3	0	1	3	-8	0.0
55	Clc1ccc(/C=N/c2c(-c3ccco3)nc3ccccn23)cc1	3	-7	-2	-20	1	-8	66	7	19	0.2
56	Cc1cn(C2OC(CC(=O)Oc3ccccc3)C(O)C2O)c(=O)[nH]c1=O (centres undefined)	0	-15	8	-1	-3	6	4	-1	-12	0.3
57	N#Cc1ccccc1/C=N/Nc1nc(-c2ccccc2)c2cc(Cl)ccc2n1	-3	-15	/	19*	0	-2	-33	-4	8	-1.5
58	COC(=O)c1c(-c2cc(OC)cc(OC)c2)sc2ccc(OC)cc12	7	-2	12	-10	1	2	37	/	-6	2.1
59	CCOC(=O)c1ccc(NC(=S)NCCCN2CCOCC2)cc1	3	-14	-25	-4	-2	2	1	/	15	-0.6
60	CCOC(=O)C1=C(C)N(CCCCCC(=O)O)C(=O)NC1c1ccccc1OS(=O)(=O)c1ccc(C)cc1 (centres undefined)	-4	-6	-2	-5	0	6	11	/	-15	-0.9

# (listing goes on)
nr	Compound	Wnt bcat act	PvdQ inh	SR-BI HDL uptake	dFosB activator	V-ATPase pH	HTR5A ag	MITF TRPM1 HTS	NSD2 inh	HTR5A inv ag	CDK5 p35 inh
61	COc1ccc(C=NOCC(=O)OCC(=O)Nc2ccc(OC)cc2)cc1	2	-10	3	-4	4	4	11	-2	-10	-0.8
62	NC(=S)Cc1nc2n(n1)Cc1ccccc1-2	/	8	-13	-3	-4	1	0	-6	18	1.1
63	Cc1ccc(S(=O)(=O)N2CCN(CC(=O)N/N=C/c3ccc(Br)s3)CC2)cc1	/	2	5	-10	-2	0	-5	3	0	2.1
64	COCCCN1C(=O)c2ccccc2C1C(=O)NC1CCCCCC1 (centres undefined)	/	-19	-14	-10	-4	-1	-10	-2	-5	-1.8

# Assay outcomes (PubChem)

# Outcome played no part in choosing rows; 5% or so of the library scored in one or more.
